TexasRed fluor: counter-screen for TRb-SRC2 inhibitors: fluorescence interference; TRb/SRC2 Texas Red total fluorescence interference; Potency, µM (top dose mostly 106 µM), for inactives: top-dose fluorescence change, negative = quenching; 280,000 tested, 0.29% active; AID 1479; active = well fitted curve in either direction with a large enough effect; inconclusive = small, poorly fitted or top-dose-only effect; also: potency is read from the fitted curve at half-maximal effect; % is scaled to controls: 0 for no effect and ±100 for the full control effect
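Human TRb ligand-binding domain at 0.6 uM with 20 nM Texas Red SRC2 peptide in Tris buffer containing 1 uM T3 and 5% DMSO, incubated with compound 5 h at ambient temperature. Total fluorescence (555/632 nm) calculated as parallel + 2 × perpendicular.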
CBFb RUNX1 block: blocks binding between human CBF-beta and RUNX1. Q01196+Q13951. AlphaScreen CBFb-His/RUNX1-biotin binding, biochemical. Potency, µM (highest dose often 59.8 µM), for inactives: at the top dose activity, negative = inhibition, hits mostly inhibitors. 230,000 tested, under 10 active; also: % of control where 0% means no effect
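Compounds were screened at multiple concentrations against a preformed CBF-beta(His)/RUNX1(biotin) complex (30 nM of each) for 15 min at room temperature, followed by 90 min with nickel and streptavidin beads and AlphaScreen reading.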
Tau fluor cs: counter-screen for tau fibril formation inhibitors | tau K18 P301L Alexa594 fluorescence, heparin fibrillization | Potency, µM (doses to about 57.7 µM), without a hit: top-dose activity change, negative = decrease | 280,000 tested, 0.93% active; also: potency is read from the fitted curve at half-maximal effect; % is scaled to controls: 0 for no effect and ±100 for the full control effect; nearly all actives have a fitted effect of over 55% in size
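Human tau K18 P301L (15 uM unlabeled, 0.24 uM Alexa 594-labeled) in 100 mM sodium acetate pH 7 with 20 uM heparin, 6 hr at 37 C. ThT 30 uM added, 1 hr ambient; Alexa 594 FP and total fluorescence read at 555/632 nm.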
Epigenetic reg: regulators of epigenetic silencing causing reporter derepression in mouse cells; murine LDR cells, GFP reporter derepression, 30 h; Potency, µM (highest dose often 53.9 µM), inactives show at the top dose GFP activation, hits mostly activators; 280,000 tested, 0.2% active; AID 1865; also: potency is read from the fitted curve at half-maximal effect; % of control where 0% means no effect; nearly all actives have a fitted effect of over 60% in size
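Reporter derepression read as number of fluorescent GFP-positive objects, 20-120 um in size, counted by laser-scanning cytometer. Mouse LDR line with an epigenetically silenced CMV-GFP locus; compound incubation 30 h, 37 C.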
TRb SRC2 PPI: inhibitors of human thyroid hormone receptor beta-SRC2 interaction; P10828; TRbeta-SRC2 peptide binding, fluorescence polarization; receptor liganded with 1 µM T3; Potency, µM (top dose mostly 106 µM), inactives show at the top dose activity change, negative = inhibition, most hits filed as inhibitors; 280,000 tested, 0.065% active; AID 1469;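 also: potency is read from the fitted curve at half-maximal effect; plate controls were bound peptide for no effect and peptide without receptor for full effect; nearly all actives have a fitted effect of over 50% in size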
Target sequence (P10828 whole entry, looked up): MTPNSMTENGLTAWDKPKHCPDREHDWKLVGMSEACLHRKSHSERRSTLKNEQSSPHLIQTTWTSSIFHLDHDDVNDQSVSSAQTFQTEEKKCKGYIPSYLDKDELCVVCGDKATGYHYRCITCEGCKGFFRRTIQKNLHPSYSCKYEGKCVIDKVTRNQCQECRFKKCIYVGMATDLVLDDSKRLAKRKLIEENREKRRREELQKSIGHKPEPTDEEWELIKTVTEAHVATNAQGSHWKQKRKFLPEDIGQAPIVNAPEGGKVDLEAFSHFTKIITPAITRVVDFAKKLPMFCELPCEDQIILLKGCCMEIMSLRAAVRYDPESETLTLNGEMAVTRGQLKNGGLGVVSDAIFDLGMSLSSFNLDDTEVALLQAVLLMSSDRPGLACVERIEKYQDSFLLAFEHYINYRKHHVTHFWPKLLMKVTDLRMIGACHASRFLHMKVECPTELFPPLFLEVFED
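Human TRb LBD (0.6 uM) plus Texas Red-labeled SRC2 peptide (20 nM), 1uM T3, 5% DMSO, 5 hr at ambient temperature. Decreased polarization (555/632 nm) flags inhibition; data normalized to free and bound peptide controls.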
Tau FP inhib: blocks human tau fibril formation measured by polarization; AID 1468; K18 P301L tau heparin fibrillization, Alexa594 FP, 6 h; 280,000 tested, 0.39% active; Potency, µM (titrated, usually from 57.7 µM), for inactives: top-dose activity, negative = inhibition, actives largely listed as inhibitors; also: potency is read from the fitted curve at half-maximal effect; % is scaled to controls: 0 for no effect and ±100 for the full control effect; nearly all actives have a fitted effect of over 55% in size
Target sequence (P10636 561-689 P618L limits assumed): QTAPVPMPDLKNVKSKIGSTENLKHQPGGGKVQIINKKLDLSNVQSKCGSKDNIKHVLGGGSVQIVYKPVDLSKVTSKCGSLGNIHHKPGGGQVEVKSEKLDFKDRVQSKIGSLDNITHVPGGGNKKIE
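Compound effects on tau fibrillization are measured by Alexa 594 fluorescence polarization (ex 555, em 632 nm). K18 P301L tau is used at 15 uM with 0.24 uM labeled tracer, and 20 uM heparin induces aggregation over 6 hr at 37 C.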
NPSR antagonist: blocks cAMP signaling of the human neuropeptide S receptor; Q6W5P4; CHO-NPSR cells, cAMP TR-FRET, antagonist mode; 220,000 tested, 1% active; Potency, µM (doses to about 38.3 µM), without a hit: top-dose activity change, negative = inhibition, usual class: inhibitors; also: potency is read from the fitted curve at half-maximal effect; % is scaled to controls: 0 for no effect and ±100 for the full control effect; nearly all actives have a fitted effect of over 50% in size; many of its hits are not listed in these tables
aGal spleen mod: alpha-galactosidase A (human) modulation; P06280; human spleen homogenate, 4MU-alpha-Gal fluorescence, 40 min; Potency, µM (series often up to 80 µM), for inactives: at the highest dose activity change, negative = inhibition, hits mostly inhibitors; 240,000 tested, 0.008% active;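 also: potency is read from the fitted curve at half-maximal effect; 0% = enzyme with vehicle and -100% = no enzyme basal signal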
Target sequence (P06280 32-429 limits assumed): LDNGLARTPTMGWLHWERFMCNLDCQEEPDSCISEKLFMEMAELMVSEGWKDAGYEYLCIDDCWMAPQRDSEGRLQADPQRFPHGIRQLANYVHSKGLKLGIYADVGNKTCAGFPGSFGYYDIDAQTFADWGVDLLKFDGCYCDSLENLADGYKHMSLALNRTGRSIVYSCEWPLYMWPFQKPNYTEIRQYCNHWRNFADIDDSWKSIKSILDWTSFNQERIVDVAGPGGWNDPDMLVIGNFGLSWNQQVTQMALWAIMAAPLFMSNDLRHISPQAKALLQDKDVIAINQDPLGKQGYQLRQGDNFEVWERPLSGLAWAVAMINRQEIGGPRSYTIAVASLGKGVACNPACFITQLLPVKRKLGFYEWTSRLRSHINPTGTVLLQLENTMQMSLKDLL
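qHTS titration in buffer at pH 5.0. Alpha-galactosidase activity in spleen homogenate was measured via 4-methylumbelliferone release from 1 mM fluorogenic substrate after 40 min at 37C and a pH 10 stop. AC50 came from Hill fits of control-normalized data.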
Starred values were filed as active, the others as inactive; ? = inconclusive; / = not tested or not shown; [ ] = another dose, or the depositor's remark. Unless noted, calls follow the shape of the dose curve; as a rule, active = well fitted curve in the direction sought with a large enough effect; inconclusive = small, poorly fitted or top-dose-only effect, or another doubt; inactive = no such curve, though single readings can be large; an effect the other way counts as inactive or inconclusive.

Key to letters: A = TexasRed fluor; B = CBFb RUNX1 block; C = Tau fluor cs; D = Epigenetic reg; E = TRb SRC2 PPI; F = Tau FP inhib; G = NPSR antagonist; H = aGal spleen mod
CCN1C(=O)NC(=O)/C(=C/c2cc(C)n(-c3sc(C)c(C)c3C#N)c2C)C1=O
  A: -5%	B: -1%	C: 17%	D: 4.1%	E: -4%	F: 4%	G: 3%	H: 5%
Cc1ccc(-n2c(O)c(C=NCc3cccnc3)c(=O)[nH]c2=O)cc1C
  A: 0%	B: 13%	C: 1%	D: -2.3%	E: 1%	F: -1%	G: -4%[46.1 µM]	H: 6%
O=P1(NCCCn2cc[n+](Cc3nc4ccccc4[nH]3)c2)C=C(c2ccccc2)OC(c2ccccc2)=C1
  A: 0%	B: 3%	C: -5%	D: -0.7%	E: 8%	F: -5%	G: 3%	H: 12%
COCCCn1c(N)c(C(=O)OCCOC)c2nc3ccccc3nc21
  A: -4%	B: 5%	C: -9%	D: 5.0%	E: -29%	F: -7%	G: 6%[46.1 µM]	H: ?
CCOc1ccc(-n2c(/C=C/c3ccccc3)nc3ccccc3c2=O)cc1
  A: 0%	B: /	C: -4%	D: 1.2%	E: -3%	F: ?	G: /	H: /
CC[C@@H]1[C@@H]2C[C@H]3[C@H]4N(C)c5ccccc5[C@@]45C[C@@H]([C@@H]2[C@@H]5O)N3[C@H]1O
  A: 0%[53 µM]	B: 2%[21.7 µM]	C: /	D: -0.3%[16.9 µM]	E: 12%[53 µM]	F: /	G: /	H: 12%[29.1 µM]
CCOC(=O)C(O)(c1ccc(NC(=S)NC(=O)c2ccc(Cl)cc2Cl)c(C)c1)C(F)(F)F (configuration not stated)
  A: -3%	B: -4%	C: -24%	D: 1.0%	E: 0%	F: 1%	G: -26%	H: 7%
O=C(N/N=C/c1c(O)n(-c2cccc3ccccc23)c(=O)[nH]c1=O)c1ccncc1
  A: 0%	B: ?	C: -3%	D: 0.2%	E: 0%	F: -9%	G: 20%	H: -4%
COc1ccc(/C=C/C(=O)c2c(O)n(CCC3=CCCCC3)c(=O)[nH]c2=O)cc1OC
  A: -5%	B: 11%	C: -5%	D: 1.1%	E: -1%	F: 0%	G: ?	H: -14%
O=[N+]([O-])C(Br)Br
  A: -2%	B: 4%[21.7 µM]	C: /	D: /	E: 0%	F: /	G: /	H: -3%
COc1ccc(C2C([N+](=O)[O-])=C(N)Oc3c2c(=O)oc2ccccc32)cc1 (configuration not stated)
  A: 1%	B: 1%	C: -26%	D: -1.0%	E: 3%	F: 2%	G: 10%	H: -10%
CC(C)CCCn1c(O)c(/C=C2/C=CC=N2)c(=O)[nH]c1=O
  A: 0%	B: -9%	C: -27%	D: 3.0%	E: 1%	F: 8%	G: 9%	H: -19%
CCCCn1c(O)c(C=NC2CC3CCC2(C)C3(C)C)c(=O)[nH]c1=O (configuration not stated)
  A: -1%	B: 7%	C: -18%	D: 0.6%	E: -6%	F: 7%	G: ?	H: 0%
CC(=O)OC1CC[C@]2(C)C(CCC3C2CC[C@]2(C)C(C4=CC(=O)OC4)C(OC(C)=O)CC32O)C1 (some centres not stated)
  A: 0%	B: 2%	C: -15%	D: -0.5%	E: 1%	F: 0%	G: /	H: 23%
CC(C)c1ccc(C(O)P(=O)(OCc2ccccc2)c2ccc(N(C)C)cc2)cc1 (configuration not stated)
  A: 0%	B: 4%	C: -5%	D: 2.5%	E: -3%	F: -2%	G: ?	H: 1%
CCC(=NCCN1CCOCC1)c1c(O)n(C2CCCCC2)c(=O)[nH]c1=O
  A: -1%	B: 6%	C: -8%	D: 0.1%	E: 4%	F: 0%	G: -9%	H: -12%
c1cc2c(cc1[C@H]1OC[C@H]3[C@@H]1CO[C@@H]3c1ccc3c(c1)OCO3)OCO2
  A: -2%	B: 11%	C: -8%	D: 0.0%	E: -2%	F: 5%	G: 4%	H: 5%
CCC(=NCc1ccc2c(c1)OCO2)c1c(O)n(C)c(=O)n(C)c1=O
  A: 0%	B: 5%	C: -2%	D: -5.1%	E: -5%	F: 1%	G: -12%[46.1 µM]	H: 3%
CCCn1c(C)c(C(=O)c2ccc3ccccc3c2)c2ccccc21
  A: -1%	B: 18%	C: -18%	D: -1.2%	E: 4%	F: 2%	G: ?	H: -30%
c1ccc2nc3ccccc3cc2c1
  A: -2%	B: 5%	C: -16%	D: 3.8%	E: -5%	F: -5%	G: /	H: ?
COC(=O)c1ccc(-n2c(C)nc3ccccc3c2=O)cc1
  A: 0%	B: 0%	C: -7%	D: 1.5%	E: -1%	F: -8%	G: -4%[46.1 µM]	H: -7%
CCOC(=O)c1c(C)[nH]c(C)c1S(=O)(=O)NCC(=O)N1CCN(c2cc(Cl)ccc2C)CC1
  A: -2%	B: /	C: ?	D: 5.2%	E: -3%	F: -11%	G: /	H: /
O=C1NC(=O)N(c2ccc3c(c2)OCO3)C(=O)/C1=C/c1ccsc1
  A: -1%	B: -1%	C: -6%	D: 0.0%	E: 7%	F: -8%	G: -12%	H: -2%
Cc1cc([P+](=O)O)c(C)n1-c1ccc(Br)cc1
  A: 2%	B: 11%	C: -5%	D: -4.2%	E: -2%	F: 3%	G: -2%[46.1 µM]	H: -3%
Nc1cc(Cl)ccc1Cl
  A: 1%	B: 10%[21.7 µM]	C: /	D: /	E: 1%	F: /	G: /	H: -2%
O=[N+]([O-])OC1CO[C@H]2C(O[N+](=O)[O-])COC12 (some centres not stated)
  A: -1%	B: 15%	C: -12%	D: 0.8%	E: 8%	F: 3%	G: /	H: -2%
CCC(C)(C)O
  A: -2%	B: -2%	C: /	D: /	E: -1%	F: /	G: /	H: 5%
CCN1CCN(C(=O)COc2ccc3c(c2)C(=O)CC2(CCN(C(C)=O)CC2)O3)CC1
  A: -1%	B: -11%	C: -5%	D: -6.9%	E: ?	F: -4%	G: 0%[46.1 µM]	H: ?
Cc1cc(C)c(NC2=NCCCS2)c(C)c1
  A: -2%	B: 0%	C: 0%	D: 0.0%	E: 8%	F: 1%	G: 20%[46.1 µM]	H: -2%
CN1CCN(c2c(C#N)c(C(F)(F)F)nn2C)CC1
  A: 1%	B: 1%	C: -4%	D: -8.3%	E: 3%	F: -5%	G: 5%	H: -9%
NC(=O)CN1C2CCC1CC(NC(=O)C1CC1)C2 (configuration not stated)
  A: 2%	B: -5%	C: -8%	D: -1.8%	E: -24%	F: -2%	G: 19%[46.1 µM]	H: -12%
COC(=O)C(O)(c1ccc(N(C)S(=O)(=O)c2ccccc2)cc1)C(F)(F)F (configuration not stated)
  A: 3%	B: 6%	C: -10%	D: -4.3%	E: -6%	F: -3%	G: 3%[46.1 µM]	H: 2%
COP(=O)(NC(=O)C(Cl)(Cl)Cl)OC
  A: -5%	B: 18%	C: -4%	D: 0.0%	E: -1%	F: -11%	G: 9%	H: -4%
CNC(=O)O/N=C/C(C)(C)S(C)=O (configuration not stated)
  A: -3%[201 µM]	B: 2%[21.7 µM]	C: /	D: /	E: 1%[201 µM]	F: /	G: /	H: -7%
COCCCn1c(N)c(C(=O)NCCC(C)C)c2nc3ccccc3nc21
  A: 4%	B: 20%	C: ?	D: 1.0%	E: 3%	F: 0%	G: 10µM*	H: ?
COc1ccc(NC(=O)N2CCC3(CC2)OCCO3)cc1
  A: -1%	B: 5%	C: 10%	D: -5.1%	E: 3%	F: 6%	G: 15%	H: 4%
COC(=O)c1ccc(N=C(c2ccccc2)c2c(O)n(C)c(=O)n(C)c2=O)cc1
  A: -9%	B: 12%	C: -24%	D: 0.0%	E: -1%	F: ?	G: -5%	H: 20%
O=[N+]([O-])c1cc([N+](=O)[O-])c2ccccc2c1
  A: -2%	B: -10%[21.7 µM]	C: /	D: /	E: 6%	F: /	G: /	H: 7%
O=C1CC(c2cccnc2)=NN1c1ccc(Cl)cc1Cl
  A: -2%	B: -3%	C: -19%	D: -1.9%	E: -9%	F: ?	G: -9%	H: -11%
CC12CC[C@H]3[C@@H](CCC4(O)C[C@H](O)CCC34/C=N/NC(=O)c3ccccc3F)C1(O)CCC2C1=CC(=O)OC1 (some centres not stated)
  A: -1%	B: 0%	C: 2%	D: 0.1%	E: 0%	F: 5%	G: 6%	H: 3%
Clc1ccc(Cn2ccnc2)cn1
  A: -3%	B: 17%	C: 2%	D: -5.6%	E: -7%	F: 2%	G: -18%	H: 6%
CCn1c(=N)n(Cc2ccccc2F)c2ccccc21
  A: 3%	B: 11%	C: 9%	D: -0.9%	E: -1%	F: 5%	G: 14%	H: 0%
CN1CCN(c2ccc([N+](=O)[O-])c(NCC3CCCO3)c2)CC1 (configuration not stated)
  A: -3%	B: -4%	C: 1%	D: -0.9%	E: -7%	F: 8%	G: 9%[46.1 µM]	H: 2%
CCCCn1c(N)c(C(=O)NCc2cccs2)c2nc3ccccc3nc21
  A: -5%	B: ?	C: ?	D: ?	E: ?	F: -20%	G: -19%[46.1 µM]	H: ?
C=CCSSCC=C
  A: -1%	B: -6%	C: 4%	D: 5.3%	E: -4%	F: -18%	G: /	H: 1%

Shown as tab-separated lines: entries from further up
SMILES	TexasRed fluor	CBFb RUNX1 block	Tau fluor cs	Epigenetic reg	TRb SRC2 PPI	Tau FP inhib	NPSR antagonist	aGal spleen mod
COP(=O)(NC(=O)C(Cl)(Cl)Cl)OC	-5%	18%	-4%	0.0%	-1%	-11%	9%	-4%
C=CCSSCC=C	-1%	-6%	4%	5.3%	-4%	-18%	/	1%
CCC(C)(C)O	-2%	-2%	/	/	-1%	/	/	5%

Not all compounds are listed; rates above refer to the full screens.
